Compound activity from PubChem BioAssay.
CFTR F508del cor – CFTR F508del correction in bronchial cells | activity (quench increase), % at 7.58 µM | hit rate 0.36% among 350,000 | CFBE cells, YFP halide quenching; stimulated with forskolin plus potentiator P3; % fluorescence drop versus neutral controls | AID 720511;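 active = mean added fluorescence quench of at least 8% versus neutral control, with both replicates also reaching 8%; inconclusive = only one of the mean or replicate conditions met; inactive = mean below 8% and not both replicates reaching 8%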;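 note: cells transiently co-express mutant CFTR-F508del with the halide-sensitive YFP; corrector assay measuring rescue of mutant channel to the surface after 24 h compound exposure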
EWS-Fli inh – inhibitors of EWS/Fli oncoprotein transcriptional activity | inhibition, % at 12.6 µM | hit rate 0.67% among 350,000 | A673 NR0B1-luciferase reporter, viability-normalised;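 active = mean inhibition of at least 50% after viability correction, with every replicate also passing that limit; inconclusive = mean reaches 50% but only one of two replicates passes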;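 note: firefly luciferase signal divided by Alamar Blue viability fluorescence both relative to DMSO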
PAX8 reporter – inhibitors of PAX8 transcriptional activity in RMG-I cells; RMG-I TPO-luciferase reporter, SteadyGlo, 24 h; inhibition, % at 12.6 µM; hit rate 1.2% among 360,000; AID 652154;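 active = mean replicate inhibition at least 60% with every replicate also reaching 60%; inconclusive = only one of the two criteria is met; inactive = mean below 60% and not all replicates reaching 60%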;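 note: luciferase light reporting Pax8 driven TPO promoter activity; plate controls were median of neutral control wells for no effect and mitoxantrone controls for full effect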
INS-1E GSIS act – primary screen for activators of insulin secretion dependent on glucose, INS-1E cells, GLuc reporter luminescence. INS-1E GLuc reporter insulin secretion, 2-3 h. AID 743287. activation, % at 16.6 µM. hit rate 0.61% among 370,000;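 active = lowest replicate activation of at least 40%, so every replicate reaches that level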;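 note: 0% = median of neutral control wells and 100% = median of IBMX positive control wells; some compounds called inactive have numbers as strong as hits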
miR-122 sensor – inhibitors of miR-122 in Huh7 cells. activation (reporter increase), % at 12.5 µM. hit rate 0.3% among 340,000. AID 602342. Huh7 miR-122 Renilla luciferase sensor, 48 h; neutral wells = 0, positive control = 100;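 active = mean replicate activation score at least 90 and every replicate individually at or above 90; inconclusive = only one of the two criteria met; inactive = neither criterion met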;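 note: higher luciferase means less miR-122 activity so hits act as miR-122 inhibitors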
FN deposit inh – fibronectin deposition inhibition. AH1F fibroblasts, Alexa488-fibronectin deposition fluorescence, overnight. inhibition, % at 12.6 µM. hit rate 0.086% among 350,000;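 active = mean inhibition across replicates of 30% or more, regardless of how many single replicates reach that level; inconclusive = mean under 30% yet at least half of replicates reach 30%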;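 note: positive control wells lacked labelled fibronectin entirely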
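test system = AH1F fibroblasts assembling fluorescent fibronectin matrix | quantity = 10000 AH1F cells per well | buffer or medium = DMEM plus 2% serum, read in PBS | doses = single dose, pinned | incubation = 1 h cell attachment, overnight exposure to compound and label | detection = fluorescence at 485 nm excitation, 525 nm emission | read-out basis = inhibition from reduced deposited-fibronectin fluorescence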
DENV2 CPE – protects cells from dengue virus 2 cytopathic effect | DENV2-infected cells, cytopathic effect rescue, plate reader | CPE inhibition, % at 9.99 µM | hit rate 1.7% among 350,000 | AID 651640; in the data active = CPE inhibition above about 20%, passing the limit was not always enough; inconclusive = no clear call, values can overlap the other calls; tested in BHK-21 cells;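 note: 0% = median of neutral control wells and 100% = median of positive control wells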
* marks the source's active call; other numbers are inactive results; u = inconclusive; x = not tested or not shown; & = joins results of further samples; [ ] = dose if it differs, or a comment.

mol,FN deposit inh,DENV2 CPE,CFTR F508del cor,miR-122 sensor,EWS-Fli inh,INS-1E GSIS act,PAX8 reporter
O=C(CSc1nnc(CNC(=O)c2cccs2)o1)Nc1ccccc1F,8,6,0.6,-3,x,-7,-4
COc1cc(OC)cc(C(=O)Nc2ccccc2C(=O)NCc2cccnc2)c1,3,-1,-0.1,4,4,17,-12
CCOC(=O)Nc1ccc2c(c1)C(=NNC(N)=S)c1ccccc1-2,-9,8,-3.8,23,16,10,28
C[C@H]1CN([C@@H](C)CO)C(=O)Cc2cc(NS(=O)(=O)c3cn(C)cn3)ccc2O[C@@H]1CN(C)Cc1ccc(C(F)(F)F)cc1,x,x,-1.0,6[16.7 µM],-17,10,-30
O=C(C[C@@H]1C=C[C@H](NC(=O)NC2CCCCC2)[C@H](CO)O1)NCc1ccccc1,x,u,-0.2,5[16.7 µM],-1,-5,1
CCc1nnc(NC(=O)c2ccc(-c3ccc(F)cc3)o2)s1,8,x,-0.8,x,-15,-4,1
C[C@@H]1CN([C@H](C)CO)C(=O)c2cccc(NC(=O)C3CCCCC3)c2O[C@H]1CN(C)C(=O)Nc1ccc2c(c1)OCO2,x,9,-0.4,6[16.7 µM],-10,12,-14
O=C(COC(=O)c1ccc(S(=O)(=O)N2CCCC2)cc1)Nc1ccc(F)cc1F,2,1,0.0,1,5,17,9
C[C@H](NC(=O)C[C@@H]1C[C@@H]2c3cc(NC(=O)C4CCC4)ccc3O[C@@H]2[C@H](CO)O1)c1ccccc1,10,-6,-2.8,-1[16.7 µM],13,-9,7
COc1ccc(CSCC(=O)Nc2ccc(S(=O)(=O)N3CCCCCC3)cc2)cc1,-1,x,x,x,x,-5,14
C[C@H](CO)N1C[C@H](C)[C@H](CN(C)C(=O)Nc2cccc3ccccc23)Oc2ncc(-c3cccc(C(F)(F)F)c3)cc2C1=O,x,18,3.2,-6[16.7 µM],18,-38,x
O=C(O)COc1ccccc1/C=C1\SC(=Nc2ccc(F)cc2)N(c2ccc(F)cc2)C1=O,15,3,-7.7,-2,-1,-9,13
Cc1nc(C)c(Oc2ccc(Cl)cc2Cl)c(=O)[nH]1,1,3,-0.5,x,12,-3,-15
COc1ccc(OC)c(C2C(C(=O)c3cccs3)=C(O)C(=O)N2CCN2CCOCC2)c1 (stereo not drawn),-2,2,-0.9,-27,1,13,9
CC(=O)Nc1ccc(SC[C@H](C)CN2CC[C@H](O)CCC2=O)cc1,-5,-8,-2.6,0,-12,4,-41
O=C(COc1ccc(S(=O)(=O)N2CCOCC2)cc1)Nc1ccc(Cl)c(C(F)(F)F)c1,x,-4,4.5,15,u,-18,x
CO[C@@H]1CN(C)C(=O)c2cc(NC(=O)C3CCOCC3)ccc2OC[C@H](C)N(CC2CC2)C[C@H]1C,-6,-6,-2.5,x,-1,12,9
OC[C@@H]1[C@H](c2ccc(C#CC3(O)CCCC3)cc2)[C@H]2CN(Cc3ccncc3)CCCCN12,x,-6,0.2,-13[16.7 µM],3,-3,-5
CC(=O)c1c(C)nc(-c2ccccc2)nc1N,4,7,-2.3,-1,-37,5,-18
CCCCOCCCNC(=O)C[C@@H]1C[C@@]2(C(=O)OC)CCCCC=C2N(Cc2ccc(Cl)cc2Cl)C1=O,-7,-9,-0.5,x,6,18,3
CCOC(=O)C1CCN(S(=O)(=O)c2ccc3c(c2)CC(C)N3C(=O)C2CCC2)CC1 (stereo not drawn),-1,3,0.7,1,5,-15,-18
Oc1sc(C=Nc2ccc(F)cc2)c2ccccc12,-9,x,x,-3,x,-13,-76
CC1Cc2nc(SCC(=O)Nc3nccs3)n(C)c(=O)c2S1 (stereo not drawn),2,u,1.9,3,5,x,9
O=C(C1CC1)N1[C@H](CO)[C@H](c2ccccc2)C12CN(CCC(F)(F)F)C2,2,16,1.4,x,2,0,7
C[C@@H]1CN([C@H](C)CO)C(=O)c2cc(C#CCN(C)C)cnc2O[C@H]1CN(C)C,-4,-1,-0.3,3[16.7 µM],-3,1,x
O=C(CCCCCCCC(=O)N1CCCC1)N1CCCC1,-2,6,-0.7,x,6,-16,x
O=C1C(Br)=Cc2cccc3cccc1c23,-3,-3,3.7,x,-6,2,-28
C[C@H](CO)N1C[C@H](C)[C@H](CN(C)Cc2ccccn2)Oc2cc(C#CC3CC3)ccc2S1(=O)=O,-8,9,4.4,1[16.7 µM],5,-12,x
CCOc1cc(C(=O)NN2CCOCC2)cc(OCC)c1OCC,-1,6,3.5,4,3,-3,0
COc1ccccc1C(=O)NCCC(=O)N1CCCCC1,x,2,-0.1,x,-4,21,2
O=C(/C=C/c1ccc2c(c1)OCO2)NC1CCCC1,1,5,-2.7,5,-25,-12,-69
COc1ccccc1C#Cc1cnc2c(c1)C(=O)N([C@H](C)CO)C[C@H](C)[C@@H](CN(C)S(=O)(=O)c1cn(C)cn1)O2,4,-4&1,-2.5&1.0,-3,-24&-23,4,-12&8
CCCc1cc(=O)oc2c(C)c3occ(C)c3cc12,12,x,x,-2,x,40,1
O=C(N[C@@H]1CC[C@@H](CCn2cc(C3(O)CCCC3)nn2)O[C@H]1CO)C1CC1,x,9,0.1,x,2,19,-4
COCCn1c(=S)[nH]c2cc(C(=O)NCc3ccccc3)ccc2c1=O,2,3,2.2,-6,2,0,-14
COc1ccc(S(=O)(=O)Nc2cccc(SC)c2)cc1C(=O)N1CCOCC1,-21,-1,-3.1,2,-3,11,4
CCOC(=O)c1nnn(-c2nonc2-n2cccc2)c1CN1CCOCC1,x,-8,1.7,4,-1,-27,x
CC(C)NC(=O)N(C)C[C@H]1Oc2c(NS(=O)(=O)c3ccc(Cl)cc3)cccc2C(=O)N([C@H](C)CO)C[C@@H]1C,3,u,-1.9,21[16.7 µM],-16,10,7
CCCCCCCCCCCCCCCC(=O)NCCc1c[nH]c2ccccc12,x,-3,-0.9,9,11,x,x
Nc1cc(Cl)nc(N/N=C/c2ccc([N+](=O)[O-])cc2)n1,-20,x,x,1,x,3,3
C[C@H]1CN([C@@H](C)CO)C(=O)c2cc(C#CC3CCCC3)cnc2O[C@@H]1CN(C)C(=O)c1ccncc1,0,x,-3.9,-14[16.7 µM],-16,-3,-7
CC(Oc1ccc2c(-c3ccccc3)cc(=O)oc2c1)C(=O)NCCCn1ccnc1 (stereo not drawn),x,-13,1.1,-5,3,3,x
CCOc1ccc(-n2cnnn2)cc1S(=O)(=O)N1CCC(C)CC1C (stereo not drawn),9,-3,-1.3,x,5,0,6
CCC(C(=O)NC(C)(C)C)N(C(=O)Cn1nnc(-c2ccccc2F)n1)c1cnc2ccccc2c1 (stereo not drawn),4,1,-2.4,x,-7,0,3
Oc1ccc(/C=C/c2ccc3cccc(O)c3n2)cc1Br,14,0,2.7,66,-1,-40,-56
CCCCCCCCCCOC(=O)Cn1c(COc2ccc(C)cc2)[n+](C)c2ccccc21,9,-21,-2.0,x,40,193*,31
CCC(C(=O)NCc1cccnc1)n1nc(C)n2c(cc3occc32)c1=O (stereo not drawn),-1,-5,3.2,-10,x,1,-19
O=S(=O)(NOCc1ccc(Cl)cc1)c1ccc(Cl)cc1,2,-6,-2.7,13,12,-9,13

Two compounds from above, showing only PAX8 reporter, CFTR F508del cor and EWS-Fli inh.
Structure,PAX8 reporter,CFTR F508del cor,EWS-Fli inh
CCC(C(=O)NC(C)(C)C)N(C(=O)Cn1nnc(-c2ccccc2F)n1)c1cnc2ccccc2c1 (stereo not drawn),3,-2.4,-7
CCC(C(=O)NCc1cccnc1)n1nc(C)n2c(cc3occc32)c1=O (stereo not drawn),-19,3.2,x

(more compounds)
mol,FN deposit inh,DENV2 CPE,CFTR F508del cor,miR-122 sensor,EWS-Fli inh,INS-1E GSIS act,PAX8 reporter
COc1cccc(C(=O)Nc2ccc3c(c2)C(=O)N(C)[C@H]2CC[C@@H](CC(=O)NCc4ccc(F)cc4)O[C@H]2CO3)c1,7,x,0.4,-7[16.7 µM],17,-36,36
O=C(CN(Cc1ccccc1Cl)C(=O)CN1C(=O)CSc2ccccc21)NC1CC1,1,4,2.5,x,4,8,-10
O=C(O)CC(SCC(=O)Nc1ccccc1)C(=O)O (stereo not drawn),3,7,-0.4,x,0,1,6
CC(=O)Nc1cccc(-c2ccnc3c2CC(C(=O)Nc2ccccc2)O3)c1 (stereo not drawn),-1,-14,-1.7,-3,0,-1,-11
CC(C)(CNC(=O)c1cccc(S(=O)(=O)N2CCCCC2)c1)N1CCOCC1,-5,5,x,7,6,x,8
CC(=O)NC[C@H]1[C@H](c2ccccc2)[C@@H](CO)N1C(=O)Cc1cccnc1,0,-10,-1.0,-7[16.7 µM],0,4,3
Cc1cccc(NC(=O)NNC(=O)c2c(Cl)c(C)nn2C)c1,6,x,x,-4,x,20,10
COc1ccccc1-c1cnc2c(c1)C(=O)N([C@H](C)CO)C[C@H](C)[C@H](CN(C)C(C)=O)O2,x,-4,-1.1,15[16.7 µM],-3,14,x
COc1ccccc1N1C(=O)c2ccc(C(=O)Nc3nccs3)cc2C1=O,2,3,-1.0,-1,-3,3,-11
CCn1nnc(-c2ccc(N)cc2)n1,2,-9,-2.3,0,10,11,18
Cc1ccccc1CN(c1ccc(C(=O)NCc2ccccn2)cc1)S(C)(=O)=O,-5,0,1.8,-3,-2,3,3
Cc1ccc(S(=O)(=O)NCC(=O)OCC(=O)Nc2cccc(S(=O)(=O)N3CCOCC3)c2)cc1,2,-2,-2.6,-3,2,-46,-19
N/C(=N\OS(=O)(=O)c1ccc2ccccc2c1)c1cccnc1,-8,1,x,x,15,13,12
CC1(C)NC(=O)N(CC(=O)OCC(=O)NC(=O)c2ccccc2)C1=O,x,-8,-1.9,x,2,5,-14
COc1ccccc1NS(=O)(=O)c1cccc(C(=O)N/N=C/c2ccc(OCC(=O)O)cc2)c1,7,7,1.3,x,-3,1,3
COc1cc2cc[n+](Cc3ccc([N+](=O)[O-])cc3)cc2cc1OC,0,-7,-5.5,0,5,4,22
CCOC(=O)c1cc(-c2csc(N/N=C/c3ccccc3Cl)n2)on1,0,0,-4.6,x,22,10,13
CCCN1[C@H](C(=O)N[C@H](C)c2ccccc2)[C@@H](CO)[C@@H]2Cn3c(ccc(-c4ccccc4)c3=O)[C@@H]21,x,-1,0.2,3[16.7 µM],-4,-12,x
CCOCCCNC(=O)Cc1cc(=O)[nH]c(=O)[nH]1,4,2,0.0,x,6,5,-16
CNC(=S)/N=C(\Nc1ccc(C)cc1)c1ccccc1,-6,-2,-0.9,7,7,-4,-6
CC(C)CN(C(=O)c1ccco1)c1nc2ccccc2s1,3,-2,0.6,x,-30,-2,-20
Cc1ccc(NC(=O)CSc2nc3ccccc3c3nc(CCn4cncc4C)nn23)c(C)c1,0,x,-0.1,-7,-1,0,42
C#CC[N+](C)(C)CCN1C(=O)C2C(c3ccccc3)C=CC(c3ccccc3)C2C1=O (stereo not drawn),6,0,0.2,1,-8,1,0
COc1ccc2c3c([nH]c2c1)[C@@H](CO)N(Cc1ccccn1)CC31CCN(C(=O)c2ccccn2)CC1,x,-5,2.7,x,13,18,x
COc1ccc(CCNC(=O)NS(=O)(=O)c2ccc(C)cc2)cc1OC,6,0,2.9,3,-11,58*,-15
O=Cc1c(NCCN2CCOCC2)c2ccccc2[nH]c1=O,-3,5,2.3,-3,6,-4,-1
CN(CC(=O)Nc1ccc(N2CCOCC2)cc1)C(=O)CC(c1ccccc1)c1ccccc1,x,-4,0.0,0,0,-37,-1
